# M4 PAM = potentiates acetylcholine response at human M4 receptor | P08173 | CHO-K1 hM4/Gqi5, Fluo-8 calcium fluorescence, ACh EC20; 0% = ACh EC20, 100% = maximal ACh | activation, % at 3 µM | hit rate 0.4% among 360,000 | AID 624126;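 active = activation above its plate's cutoff, the mean activation of sample wells plus 3 SD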; also: some results filed as inactive read as strong as hits
# Target sequence (P08173 whole entry, looked up): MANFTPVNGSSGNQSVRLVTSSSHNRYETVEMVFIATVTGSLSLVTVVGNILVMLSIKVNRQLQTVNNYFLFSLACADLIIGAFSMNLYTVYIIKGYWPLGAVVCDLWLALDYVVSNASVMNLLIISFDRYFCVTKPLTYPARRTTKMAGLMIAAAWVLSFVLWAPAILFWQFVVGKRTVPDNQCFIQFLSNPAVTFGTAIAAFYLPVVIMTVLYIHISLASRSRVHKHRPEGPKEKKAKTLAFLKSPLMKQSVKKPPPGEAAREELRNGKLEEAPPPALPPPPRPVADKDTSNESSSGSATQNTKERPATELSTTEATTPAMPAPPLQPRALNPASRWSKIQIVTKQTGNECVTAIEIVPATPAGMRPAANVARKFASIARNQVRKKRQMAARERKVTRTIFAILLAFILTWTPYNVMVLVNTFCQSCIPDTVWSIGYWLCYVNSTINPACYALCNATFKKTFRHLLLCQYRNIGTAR
# M1 PAM = positive allosteric modulators of human M1 muscarinic receptor; hit rate 0.088% among 360,000; activation, % at 3 µM; AID 588819; CHO-K1 hM1, Fluo-8 calcium fluorescence, ACh EC20; 0% = ACh EC20, 100% = maximal ACh; in the data active = activation above about 19%, passing the limit was not always enough
# Target sequence (P11229 whole entry, looked up): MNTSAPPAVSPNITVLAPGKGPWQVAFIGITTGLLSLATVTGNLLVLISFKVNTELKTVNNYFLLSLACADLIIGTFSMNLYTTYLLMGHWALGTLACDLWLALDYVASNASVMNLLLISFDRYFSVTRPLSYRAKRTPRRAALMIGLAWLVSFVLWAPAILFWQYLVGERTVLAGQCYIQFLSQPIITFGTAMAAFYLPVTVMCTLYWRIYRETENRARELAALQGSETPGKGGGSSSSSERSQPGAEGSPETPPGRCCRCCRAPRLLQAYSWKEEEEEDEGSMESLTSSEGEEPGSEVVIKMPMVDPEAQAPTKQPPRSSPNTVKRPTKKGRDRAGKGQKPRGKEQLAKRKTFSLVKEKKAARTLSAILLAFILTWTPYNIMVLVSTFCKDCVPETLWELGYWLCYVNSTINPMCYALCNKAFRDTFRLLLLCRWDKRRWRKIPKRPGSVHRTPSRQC
# M5 PAM = potentiates acetylcholine response at human M5 receptor. CHO-K1 hM5, Fluo-8 calcium, ACh EC20 PAM; 0% = ACh EC20, 100% = ACh EC100. P08912. activation, % at 3 µM. hit rate 0.3% among 360,000;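 active = activation above the run cutoff, the mean activation of all test compounds plus 3 SD, cut at about 18% in these data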
#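 Test system: CHO-K1 hM5 cells / Doses: single-point, 3 µM nominal / Times: Post-acetylcholine fluorescence recording 140 s / Technique: Fluo-8 calcium fluorescence / Measure: Max/basal fluorescence ratio as % of EC20–EC100 ACh window / Benchmarks: low control EC20 acetylcholine (0%), high control EC100 acetylcholine (100%) / Replicates: one well per compound, no replicates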
# CRFR2-BP ag = agonists of human CRF-binding protein/CRF-R2 receptor complex. activation, % at 13.2 µM. hit rate 0.46% among 350,000. HEK293 CRF-R2/CRF-BP, calcium dye fluorescence (FLIPR); percent of saturating CRF peptide response;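 active = activation of at least 50%, plus an integration ratio under a set limit after plate pattern correction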;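 also: plate controls were neutral control wells without compound for no effect and CRF at EC100 for full effect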
# CHRM4 agonist = CHRM4 agonism in calcium assay | CHO-K1 hM4/Gqi5, Fluo-8 calcium fluorescence; vehicle 0%, full acetylcholine response 100% | hit rate 0.14% among 360,000 | activation, % at 3 µM | P08173;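 active = activation above the run mean over all test wells plus 3 SD, cut at about 32% in these data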;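 also: peak over basal fluorescence ratio per well then scaled between controls; 0% = DMSO wells and 100% = acetylcholine at EC100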
# M4 antag = CHRM4 antagonism in calcium assay | P08173 | CHO-hM4 cells, ACh EC80, Fluo-8 calcium fluorescence | inhibition, % at 3 µM | hit rate 0.73% among 360,000 | AID 624125;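 active = inhibition above its plate's cutoff, the mean inhibition of sample wells plus 3 SD, cut at about 27% in these data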;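 also: 0% = acetylcholine EC80 with DMSO and 100% = DMSO without agonist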
# M5 antag = blocks acetylcholine activation of human M5 receptor; P08912; CHO-hM5 cells, Fluo-8 calcium fluorescence, ACh EC80; inhibition, % at 3 µM; hit rate 0.59% among 360,000;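 active = inhibition above a per-plate cutoff, the mean of that plate's test compounds plus 3 SD, cut at about 27% in these data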;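 also: 0% = acetylcholine EC80 with DMSO and 100% = DMSO without agonist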
# CHRM5 agonist = CHRM5 agonism in calcium assay. CHO-K1 hM5 cells, Fluo-8 calcium fluorescence; 0% DMSO wells, 100% maximal acetylcholine response. P08912. activation, % at 3 µM. hit rate 0.19% among 360,000;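 active = activation above the run's mean over test compounds plus 3 SD, cut at about 23% in these data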;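 also: signal is peak over basal fluorescence ratio across the kinetic read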
# M1 antag = antagonists of human M1 muscarinic receptor; inhibition, % at 3 µM; CHO-K1 hM1, Fluo-8 calcium fluorescence, ACh EC80 antagonist; P11229; hit rate 1.3% among 360,000;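 active = percent inhibition above its own plate's cutoff, namely the mean of that plate's compound wells plus 3 SD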;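 also: peak over basal fluorescence ratio during 140 s after agonist addition; 0% = ACh EC80 plus DMSO and 100% = DMSO alone without agonist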
# An asterisk follows results filed as active; . = not tested or not shown. Not a hit list, and some 2.8% of all compounds hit somewhere here.
# The opening 4 compounds, ahead of the listing:
SMILES,M4 PAM,M1 PAM,M5 PAM,CRFR2-BP ag,CHRM4 agonist,M4 antag,M5 antag,CHRM5 agonist,M1 antag
O=C(CCN1CCN(c2ccccc2)CC1)c1ccc(Br)cc1,2,-9,1,-1.7,2,-14,-2,-3,7
Nc1[nH][nH]c(=O)c1N=Nc1cccc(Cl)c1,6,14,5,0.5,1,-5,1,-1,-13
CCN(CC)CC(=O)Nc1ccc(-c2nc3cc(NC(=O)CN(CC)CC)ccc3o2)cc1,1,5,6,4.2,1,-3,4,-2,-13
O=C(Cc1ccc(Cl)cc1)Nc1cc(S(=O)(=O)N2CCOCC2)ccc1N1CCCC1,5,-9,-7,-5.2,1,1,14,-3,7

# All compounds of this part (from the top)
SMILES,M4 PAM,M1 PAM,M5 PAM,CRFR2-BP ag,CHRM4 agonist,M4 antag,M5 antag,CHRM5 agonist,M1 antag
O=C(CCN1CCN(c2ccccc2)CC1)c1ccc(Br)cc1,2,-9,1,-1.7,2,-14,-2,-3,7
Nc1[nH][nH]c(=O)c1N=Nc1cccc(Cl)c1,6,14,5,0.5,1,-5,1,-1,-13
CCN(CC)CC(=O)Nc1ccc(-c2nc3cc(NC(=O)CN(CC)CC)ccc3o2)cc1,1,5,6,4.2,1,-3,4,-2,-13
O=C(Cc1ccc(Cl)cc1)Nc1cc(S(=O)(=O)N2CCOCC2)ccc1N1CCCC1,5,-9,-7,-5.2,1,1,14,-3,7
CC1(C)C2CCC1(CS(=O)(=O)NCc1ccc(C(=O)O)cc1)C(=O)C2 (centres undefined),5,-1,-6,-1.2,1,3,6,-1,17
Cc1ccc(S(=O)(=O)Nc2ccc3c(c2)nc2n3CCN(Cc3ccccc3)C2)cc1,-2,0,3,-1.3,1,5,1,0,-5
COCCCNC(=O)CNC(=S)N(Cc1cc(OC)c(OC)c(OC)c1)C1CCCC1,-5,0,0,-1.1,0,14,3,0,2
O=C(Oc1cccc(-n2cnnn2)c1)C1CCCCC1,-6,-6,3,1.5,-1,13,2,0,5
CCc1ccccc1NC(=O)c1ccoc1C,7,2,6,-0.2,0,-8,-5,-7,-4
CSCC[C@H](NC(=O)Cc1c(C)c2c(cc(C)c3c(C)c(C)oc32)oc1=O)C(=O)O,-4,6,5,0.2,1,0,-5,-3,-13
COc1ccc(CNc2ncnc3c2[nH]c2cc(OC)c(OC)cc23)cc1,-7,-10,-13,0.3,16,4,11,-1,20
CC1CCCN(C2=C(Cl)C(=O)N(c3cccc(Cl)c3)C2=O)C1 (centres undefined),12,-9,-6,-0.5,-1,22,2,-2,14
O=C(COC(=O)CCCNC(=O)c1ccc(Cl)cc1)Nc1ccc(Br)cc1,2,7,-3,-0.1,1,12,11,0,-15
COC(=O)c1ccc2c(c1)C(C)(C)C(/C=C/c1ccccc1O)=[N+]2C,-10,4,9,53*,7,2,4,23*,11
CCOC(=O)c1cnc(SCC(=O)N2CCN(C(=O)c3ccco3)CC2)nc1N,3,8,1,-0.8,1,0,-4,4,-3

# 2 compounds drawn at random from those above:
SMILES,M4 PAM,M1 PAM,M5 PAM,CRFR2-BP ag,CHRM4 agonist,M4 antag,M5 antag,CHRM5 agonist,M1 antag
Cc1ccc(S(=O)(=O)Nc2ccc3c(c2)nc2n3CCN(Cc3ccccc3)C2)cc1,-2,0,3,-1.3,1,5,1,0,-5
COc1ccc(CNc2ncnc3c2[nH]c2cc(OC)c(OC)cc23)cc1,-7,-10,-13,0.3,16,4,11,-1,20

# The listing continues.
SMILES,M4 PAM,M1 PAM,M5 PAM,CRFR2-BP ag,CHRM4 agonist,M4 antag,M5 antag,CHRM5 agonist,M1 antag
CN1CCN(S(=O)(=O)c2ccc3[nH]c(=O)oc3c2)CC1,9,14,3,0.2,1,7,-2,-1,-6
Fc1cccc2sc(N3CCCCC3)nc12,0,6,-6,-2.7,-1,3,7,-16,-10
COc1ccccc1C(=O)NCCC(=O)NC(C)CCc1ccccc1 (centres undefined),6,5,2,0.4,3,-19,-4,-2,-7
COc1cccc(Nc2nc(-c3sc(N)nc3C)cs2)c1,-4,4,-3,2.7,1,0,0,3,-1
COc1ccccc1N1CCN(Cc2nc3ccsc3c(=O)[nH]2)CC1,14,2,3,0.5,1,-4,5,-2,-10
Cc1nonc1OCCNCc1c(C(=O)N2CCCCCCC2)nc2ccc(Cl)cn12,-3,9,-4,-0.8,2,0,-4,0,-9
CN(C)S(=O)(=O)c1cc(NC(=O)COC(=O)Cc2ccc(Cl)cc2Cl)ccc1Cl,-5,2,-10,-1.9,6,1,4,1,-2
CC1CN(C(=O)COC(=O)Cc2c(Cl)cccc2Cl)CC(C)O1 (centres undefined),3,5,-4,0.5,1,-11,-1,-4,-16
NC(=O)c1oc2ccc(Cl)cc2c1N,-7,-11,5,-1.0,0,-8,4,-3,7
CN(CCc1ccccc1)C(=O)c1cccc(NC(=O)Cc2cccc(NC(=O)C3CCCN(C(=O)C4CCC4)C3)c2)c1 (centres undefined),-5,1,-2,-0.5,0,-2,-7,-2,-3
COc1ccc(CNC(=O)CN2C(=O)NC(C)(c3cccc4ccccc34)C2=O)cc1OC (centres undefined),-3,-7,-2,-2.8,3,13,10,-2,12
O=C1NN(c2ccccc2)C(=O)/C1=C\c1coc2ccc(O)cc2c1=O,5,12,3,-1.3,-1,-4,0,4,-13
O=C(Nc1cccnc1)C1CCN(S(=O)(=O)c2cccs2)CC1,3,-1,1,2.8,1,-8,-5,-3,11
Cc1ccc(C(=O)OC(C)C(=O)c2cc(C)c(C)cc2C)o1 (centres undefined),3,4,-4,-0.3,-1,-2,0,-6,-5
NC(=O)C1CCN(C(=O)CC2(CC(=O)O)CCCCC2)CC1,12,20,-1,-0.4,2,-7,-8,-4,-1
O=C1c2ccccc2C(=O)N1CC1c2ccccc2CCN1C(=O)C1CCCCC1 (centres undefined),-9,-10,-5,-1.0,3,-2,13,4,14
C#CCOc1ccc(C2C3=C(COC3=O)Nc3cc4c(cc32)OCO4)cc1OC (centres undefined),22*,6,7,0.3,2,-11,5,-5,-10
O=C(COc1c(F)c(F)cc(F)c1F)NC(=O)NC1CCCC1,5,-21,-4,-1.4,-2,4,3,-6,31*
FC(F)(F)c1cc(Cc2nc3ccccc3n2C(CCc2ccccc2)c2nc3ccccc3[nH]2)cc(C(F)(F)F)c1 (centres undefined),2,.,-14,.,6,-14,14,0,.
O=S(=O)(NC1CC(NS(=O)(=O)OCC(Cl)(Cl)Cl)C2CCCCC12)OCC(Cl)(Cl)Cl (centres undefined),6,1,-5,-0.1,7,-4,12,0,7
O=C(NC1CCC(CC2CCC(NC(=O)C(Cl)Cl)CC2)CC1)C(Cl)Cl (centres undefined),-6,7,-3,0.5,1,7,6,-1,-13
COc1ccccc1C(=O)NC(CCSC)C(=O)Nc1ccc(C)c(S(=O)(=O)N2CCOCC2)c1 (centres undefined),-7,-4,-5,0.1,5,7,10,-3,8
O=C(NC1CCCCC1)c1ccc(S(=O)(=O)N2CCCCC2)cc1,2,10,-1,0.7,2,0,-4,1,-16
CC(C)C(=O)OCCN=C1NS(=O)(=O)c2ccccc21,-1,8,-8,-0.3,1,6,16,1,-6
O=C1c2cccc(Sc3ccccc3)c2C(=O)c2c(Sc3ccccc3)cccc21,0,5,2,-1.7,0,3,-8,0,-13
CSc1ccc(CN(C)C(=O)c2ccc(S(=O)(=O)Nc3ccccc3)cc2)cc1,-8,4,-19,3.7,7,3,15,2,-2
O=C(NC1CCN(S(=O)(=O)c2cccc([N+](=O)[O-])c2)CC1)C1CCCCC1,4,3,4,-0.2,0,-8,0,1,-1
O=C(COc1cccnc1[N+](=O)[O-])Nc1ccc(N2CCOCC2)cc1,6,12,7,-0.4,1,0,-4,-2,-7
CC(C)(CNC(=S)NCCc1ccccc1)CNC(=S)NCCc1ccccc1,-16,-10,-17,7.7,18,26,28*,5,18
O=C(OCC(=O)N1CCCC1)c1c[nH]c2ccccc12,3,5,-1,0.3,1,2,3,0,-5
CC1(C)Cc2c(C#N)c(NCCCO)nc(-c3ccccc3)c2CO1,-2,-3,-7,-0.3,-1,4,6,-1,5
CCOc1ccc2[nH]c(=O)c(CN(CC3COCCO3)C(=O)C3CC3)cc2c1 (centres undefined),-1,-1,-2,0.0,0,1,5,-4,-7
O=C(O)C1CCCN(C(=O)/C=C/c2ccccc2)CC1 (centres undefined),2,6,-5,.,1,5,5,2,-9
CCc1ccc(N(C(=O)c2ccco2)C(C(=O)NC2CCCC2)c2ccco2)cc1 (centres undefined),-3,4,-14,0.0,0,-3,1,-5,1
N#CC12C(N)=NC3(OCCO3)C1(C#N)C1=C(CCC1)NC2c1ccccc1 (centres undefined),5,2,-2,-1.8,-1,10,1,1,-1
COc1ccc(NC(=O)C2=CN3CCS(=O)(=O)N=C3C=C2)c(OC)c1,1,2,-11,-0.6,0,-1,1,2,4
C/C(=N\NC(=O)c1nnn(-c2nonc2N)c1C)c1ccc(OCc2ccccc2)cc1,-1,-6,-3,2.6,1,4,11,-1,13
Cc1c(Cc2ccccc2)c(=O)[nH]c(=O)n1C,-1,7,-1,2.3,1,-2,16,-1,-14
CCNc1nc(NCC)nc(OCC(=O)O)n1,4,11,12,0.7,0,-2,-2,2,-18
Oc1ccccc1/C=N/n1c(-c2ccccc2)n[nH]c1=S,-1,4,2,-2.3,1,-2,1,-2,7
COc1ccc(CCCNC(=O)C2Cc3c(-c4cccc(C(C)=O)c4)ccnc3O2)cc1 (centres undefined),-4,9,-2,.,5,-1,5,0,-18
Cc1ccc(-c2cc3nc(-c4ccccc4)cc(N4CCC5(CC4)OCCO5)n3n2)cc1,16,4,15,1.3,1,-6,-7,1,-24
Cc1nnc(-c2ccc(Cl)cc2)[nH]c1=O,8,10,6,-0.2,-1,-6,-14,-1,-12
O=C(/C=C/c1ccc(F)cc1)N1CCN(c2ccccn2)CC1,2,-14,-6,-1.4,2,0,8,-2,5
COc1ccc(C(=O)N2CCN(c3ccccn3)CC2)cc1,5,7,1,-0.6,4,-4,-5,-1,-3
Cc1cccc(NC(=O)CSc2ncnc3sc(C)cc23)c1,-2,9,1,0.9,3,-1,5,-1,-13
Cc1cc(C)cc(OCc2ccc(C(=O)NN)o2)c1,-4,-1,8,-0.3,-1,-7,-2,-6,-1
CC(C)C(=O)N1CCN(c2ccc([N+](=O)[O-])cc2Cl)CC1,-8,0,-9,2.3,10,10,7,4,-2
COc1cccc(-c2nc(NCC3CCCO3)c3ccccc3n2)c1O (centres undefined),-1,-15,-17,-0.5,10,14,19,-3,11
Cc1cccc(-n2ncc3c(NC4CCCCC4)ncnc32)c1,-3,0,-8,1.6,4,-1,5,-3,0
COc1ccc(N2CCN(c3nc(NC(C)(C)C)nc(N4CCCCC4)n3)CC2)cc1,-4,3,-1,2.2,0,0,1,-2,-5
COc1ccc(C(=O)NCCNc2nc3ccc(C)cc3cc2C#N)cc1,-7,-1,-1,-2.6,-1,7,9,-6,-12
O=C(Nc1cccc(F)c1)N1CCC(c2ccccc2)CC1,1,12,-4,-2.2,1,7,4,-2,-7
Cc1ccc(CS(=O)(=O)c2ncn[nH]2)cc1,0,8,8,0.7,2,3,2,0,-5
CC(=O)C1=C(O)C(=O)N(c2cccnc2)C1c1ccc(Cl)cc1 (centres undefined),13,8,-2,-0.4,1,1,1,1,-3

# From PubChem BioAssay
